beta cell repl = MIN6 beta-cell proliferation induction; MIN6 cells proliferation, ATPlite luminescence, 48 h; cells starved in 0.2% serum; 100% = growth in 10% serum; proliferation, % at 10 µM; 330,000 tested, 0.29% active;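 active means compounds whose signal lies at least 3.5 SD above the mean of all wells on their plate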;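 further: 0% = DMSO-treated cells in low-serum medium and 100% = 10% serum control; some compounds called inactive have numbers as strong as hits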
hIAP inh = human IAP inhibition. P09923. purified IAP, CDP-Star luminescence, 30 min. inhibition, % at 10 µM. 330,000 tested, 0.12% active;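 active means inhibition reaching a set limit with compound at 10 µM in the primary screen, cut at about 35% in these data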;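 further: plate controls were DMSO wells with enzyme for no effect and no-enzyme buffer wells for full effect; values of inactives mirror those of a sister screen read the other way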
mIAP block = blocks mouse intestinal alkaline phosphatase | purified mouse IAP, CDP-Star luminescence, 30 min | 330,000 tested, 0.2% active | inhibition, % at 10 µM;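 active means inhibition of at least 40% at 10 µM in the primary screen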;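 further: plate controls were DMSO with enzyme for no effect and no enzyme wells for full effect; values of inactives mirror those of a sister screen read the other way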
hIAP act = increases human intestinal alkaline phosphatase activity | AID 2524 | activation factor at 10 µM | purified human IAP, CDP-Star luminescence, 30 min; hits give high values; 1 = vehicle-only enzyme, 0 = enzyme-free background | P09923 | 330,000 tested, 0.16% active;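 active means activation factor of the enzyme at least 2-fold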; further: the source names both 10 and 20 µM as test concentration; values of inactives mirror those of a sister screen read the other way
mIAP act = mouse IAP activation; muIAP, CDP-Star luminescence, 30 min; hits give high values; 1 = vehicle-only enzyme signal, 0 = enzyme-free wells; activation factor at 10 µM; 330,000 tested, 0.24% active; AID 2805;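 active means activation factor of at least 2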; further: the source names both 10 and 20 µM as test concentration; values of inactives mirror those of a sister screen read the other way
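also added = chemiluminescent substrate CDP-Star | test system = mouse IAP enzyme | signal = chemiluminescence readout | compound = DMSO-dissolved test compounds | incubation = 30 min at room temperature | benchmarks = DMSO wells, no-enzyme wells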
A3G deaminase = APOBEC3G (human) deaminase inhibition; recombinant A3G, ssDNA deamination FAM/TAMRA fluorescence; Q9HC16; inhibition, % at 20 µM; AID 493012; 330,000 tested, 0.28% active;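 active means inhibition of at least 40% at 20 µM, with no more than 30% in the related APOBEC3A deaminase screen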;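 further: plate controls were DMSO wells with A3G for no effect and wells lacking A3G enzyme for full effect; some compounds called inactive have numbers as strong as hits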
Target sequence (Q9HC16 whole entry, looked up): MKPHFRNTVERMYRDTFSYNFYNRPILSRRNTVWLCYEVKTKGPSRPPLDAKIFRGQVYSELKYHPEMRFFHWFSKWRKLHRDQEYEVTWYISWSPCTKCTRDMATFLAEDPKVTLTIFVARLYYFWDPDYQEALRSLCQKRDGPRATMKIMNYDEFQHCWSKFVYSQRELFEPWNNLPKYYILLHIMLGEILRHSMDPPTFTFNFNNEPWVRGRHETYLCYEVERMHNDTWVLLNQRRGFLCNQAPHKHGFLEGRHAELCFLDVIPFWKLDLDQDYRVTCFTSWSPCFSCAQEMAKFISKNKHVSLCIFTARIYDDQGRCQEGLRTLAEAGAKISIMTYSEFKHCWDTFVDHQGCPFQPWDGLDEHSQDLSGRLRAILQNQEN
NALP3 yeast inh = blocks the NALP3 inflammasome reconstituted in yeast; Yeast reconstituted NLRP3/ASC/caspase-1, beta-gal luminescence, 24 h; inhibition, % at 10 µM; 330,000 tested, 0.39% active; AID 2825;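 active means inhibition of 50% or more; inactive means inhibition below 50%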;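 further: plate controls were induced DMSO wells for no effect and uninduced yeast grown without galactose for full effect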
SENP1 FRET inh = inhibitors of human SENP1 SUMO protease catalytic domain; Q9P0U3; recombinant SENP1 catalytic domain, CyPet-SUMO1-YPet FRET cleavage; inhibition, % at 10 µM; AID 624204; 360,000 tested, 0.21% active;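 active means inhibition at least 30% at 10 µM, raw YFP signal under a set limit, fluorescence ratio 0.5 to 1.5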;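 further: 0% = enzyme with DMSO and 100% = no enzyme wells; some results filed as inactive read as strong as hits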
Target sequence (Q9P0U3 419-644 limits assumed): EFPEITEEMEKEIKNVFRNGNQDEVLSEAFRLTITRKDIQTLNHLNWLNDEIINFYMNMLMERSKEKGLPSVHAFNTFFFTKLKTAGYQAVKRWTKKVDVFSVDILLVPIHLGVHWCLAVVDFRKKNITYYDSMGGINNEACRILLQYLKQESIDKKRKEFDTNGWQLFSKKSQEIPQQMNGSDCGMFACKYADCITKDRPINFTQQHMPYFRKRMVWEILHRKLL
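Test system: recombinant human SENP1 catalytic domain, His6-tagged / Medium: pH 8 Tris buffer with EDTA, NaCl, BME, BSA, NP40, catalase / Also added: SUMO1 FRET substrate flanked by Cypet and Ypet, 25 nM / Times: 50 min reaction at room temperature / Signal: FRET, CFP and YFP emission / Control set: no-enzyme low control and enzyme-plus-DMSO high control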
APOBEC3A inh = human APOBEC3A DNA deaminase inhibition; recombinant A3A, FAM/TAMRA ssDNA deamination fluorescence; 330,000 tested, 0.41% active; AID 493011; inhibition, % at 20 µM; P31941;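 active means at least 40% inhibition at 20 µM here, with at most 30% in a related deaminase screen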;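 further: plate controls were A3A with DMSO for no effect and wells lacking A3A enzyme for full effect; some results filed as inactive read as strong as hits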
Target sequence (P31941 whole entry, looked up): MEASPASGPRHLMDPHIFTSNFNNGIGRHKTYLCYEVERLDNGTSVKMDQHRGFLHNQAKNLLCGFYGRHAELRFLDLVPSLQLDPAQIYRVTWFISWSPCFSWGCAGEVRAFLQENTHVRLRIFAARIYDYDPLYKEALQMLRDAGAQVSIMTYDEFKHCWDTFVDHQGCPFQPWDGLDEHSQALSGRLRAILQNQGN
The depositor's hits bear a star; . = no result given.

canonical_smiles,NALP3 yeast inh,beta cell repl,SENP1 FRET inh,mIAP block,mIAP act,hIAP inh,hIAP act,A3G deaminase,APOBEC3A inh
O=C(CN(Cc1ccc2c(c1)OCO2)C(=O)CNS(=O)(=O)c1ccccc1)NCc1ccco1,18,0,4,-1,1,10,0.9,-5,-6
CSc1ncccc1C(=O)N1CCCC(CCC(=O)NCc2ccccc2F)C1 (configuration not stated),2,-1,2,3,0.97,-10,1.1,-2,-2
CC(C(=O)c1ccccc1)[n+]1cccc(Br)c1 (configuration not stated),12,-1,-3,2,0.98,12,0.88,-7,-6
CCOc1ccc(NC(=O)Cn2nnc(-c3ccc(C(N)=O)cc3)n2)cc1S(=O)(=O)N1CCCC1,4,-6,0,-8,1.1,-10,1.1,11,1
CCCOc1ccc(C(=O)NCCCn2ccnc2)cc1,11,-1,0,2,0.98,10,0.9,-1,-2
Cc1cccc(OCC(=O)Nc2ccc3c(c2)OCCO3)c1,20,-2,2,-12,1.1,-4,1,-3,0
CCOc1ccc(C(=O)N2CCN(S(=O)(=O)c3ccc4c(c3)OCCO4)CC2)cc1OCC,14,3,2,-10,1.1,-1,1,3,3
COc1cccc(/C=N/NC(=O)CNC(=O)/C=C\c2ccccc2)c1O,-2,-4,-3,16,0.84,-142,2.4*,-6,-4
COc1ccc(NCCC(O)c2ccc(Cl)cc2)cc1 (configuration not stated),59*,-2,1,-4,1,11,0.89,-2,4
CCC(C)(C)NC(=O)C(c1cccnc1)N(C(=O)c1csnn1)c1ccc(C)cc1 (configuration not stated),8,-2,4,-13,1.1,-12,1.1,1,-1
O=C(COC(=O)c1ccc(Cl)nc1)Nc1ncc(Cl)cc1Cl,2,-1,-3,-4,1,-15,1.1,-4,-2
c1ccc(CCc2ccccc2-c2nc(-c3ccccn3)no2)cc1,33,-3,-3,9,0.91,3,0.97,-2,-1
CCCCCOc1ccc(CN2CCOCC2)cc1Cl,46,-4,1,6,0.94,3,0.97,3,3
C[C@H]1O[C@H](O[C@H]2[C@H](O)[C@@H](O)[C@@H](O[C@H]3[C@H](O)[C@@H](O)C(O)O[C@@H]3CO)O[C@@H]2CO)[C@H](O)[C@@H](O)[C@@H]1N[C@H]1C=C(CO)[C@@H](O)[C@H](O)[C@H]1O (some centres not stated),14,1,.,3,0.97,-11,1.1,-1,2
CCN(Cc1ccccc1)C(=O)c1oc2ccc(S(=O)(=O)N3CCOCC3)cc2c1C,8,-2,-1,0,1,6,0.94,-8,-5
Cc1cccc(N(CC(=O)N/N=C/c2ccc(C(=O)O)cc2)S(=O)(=O)c2ccccc2)c1C,1,-2,1,3,0.97,-26,1.3,-2,-1
Cc1ccccc1OCCC(=O)OCC(=O)Nc1ccc(N2CCOCC2)cc1,13,3,2,0,0.99,-13,1.1,-8,-3
O=C1CN(C(=O)c2ccccc2Br)C(c2ccc(F)cc2)c2cc(F)ccc2N1 (configuration not stated),11,5,1,6,0.94,-2,1,-6,-3
COC(=O)C(=Cc1ccc(-c2ccsc2C(=O)OC)o1)C(=O)OC,38,-1,0,10,0.9,14,0.86,-1,1
Cc1nn2c(NCc3cccnc3)c3c(nc2c1-c1ccccc1)CCC3,-24,-3,1,5,0.95,7,0.93,0,-1
CCCCCCCC1CC(/C(C)=N/NC(N)=O)OC1=O (configuration not stated),3,-1,0,4,0.95,-14,1.1,2,2
O=C(Nc1cccc(C(=O)N2CCN(Cc3ccccc3)CC2)c1)c1ccccc1,1,0,2,-6,1.1,16,0.84,-5,-4
COc1ccc(S(=O)(=O)N2CCC(C(=O)N3CCCC3)CC2)cc1,21,-2,0,-2,1,-15,1.1,-10,-5
COc1ccc(/C=C2\C(=O)c3ccccc3OC2c2ccccc2)cc1 (configuration not stated),3,-4,-14,9,0.91,-14,1.1,-4,1

Brought forward from above: four entries; new compounds follow.
canonical_smiles,NALP3 yeast inh,beta cell repl,SENP1 FRET inh,mIAP block,mIAP act,hIAP inh,hIAP act,A3G deaminase,APOBEC3A inh
CCCCCCCC1CC(/C(C)=N/NC(N)=O)OC1=O (configuration not stated),3,-1,0,4,0.95,-14,1.1,2,2
O=C(Nc1cccc(C(=O)N2CCN(Cc3ccccc3)CC2)c1)c1ccccc1,1,0,2,-6,1.1,16,0.84,-5,-4
COc1ccc(S(=O)(=O)N2CCC(C(=O)N3CCCC3)CC2)cc1,21,-2,0,-2,1,-15,1.1,-10,-5
COc1ccc(/C=C2\C(=O)c3ccccc3OC2c2ccccc2)cc1 (configuration not stated),3,-4,-14,9,0.91,-14,1.1,-4,1
Cc1cccc(C(=O)N/C(=C\c2ccc(C)o2)C(=O)O)c1,-16,-2,1,-1,1,-2,1,-2,3
O=C(CCNC(=O)c1ccc(Cl)cc1)Nc1ccc(S(=O)(=O)N2CCCCC2)cc1,0,-3,-1,-2,1,-1,1,-8,-4
CCc1cc(C(=O)N2CCCc3ccccc32)sc1C,48,-1,1,-3,1,-4,1,-9,0
Cc1ccnc2nc(C(=O)Nc3nnc(CC(C)C)s3)nn12,10,0,0,-3,1,-7,1.1,-4,0
COC(=O)[C@@H]1C[C@]2(Br)c3ccccc3N(S(=O)(=O)c3ccccc3)[C@@H]2N1C(=O)OC,14,0,2,7,0.93,5,0.95,-3,1
O=C(CSc1ccc2c(c1)OCCO2)NC(=O)Cc1ccccc1,4,-3,1,-13,1.1,-14,1.1,-6,0
Cc1c(NS(=O)(=O)c2cc(C(=O)NCCc3ccc(F)cc3)cc(Cl)c2Cl)c(=O)n(-c2ccccc2)n1C,-1,-3,3,9,0.91,-4,1,-9,-1
COC(=O)c1ccc2c(=O)n(CCCCCC(=O)NCc3ccc4c(c3)OCO4)c(=O)[nH]c2c1,9,-2,-1,4,0.95,-16,1.2,-3,-1
Cc1ccc(C(=O)NCCSC2CCCCC2)cc1S(=O)(=O)Nc1ccccc1,2,-3,1,-4,1,12,0.88,2,2
COC(CN1C(=O)C(=O)/C(=C(/O)c2ccccc2)C1c1ccccn1)OC (configuration not stated),-7,-2,0,-4,1,8,0.92,-6,-4
O=C1CC/C=C\C[C@@H](CC(=O)N(CCO)Cc2ccccc2)C(=O)NC[C@@H](c2ccccc2)O1,22,1,2,-11,1.1,-15,1.1,-9,0
COc1ccc(OCC(=O)Nc2nc3ccc(NC(C)=O)cc3s2)cc1,15,2,2,-4,1,-7,1.1,-9,-1
c1ccc2c(c1)OCC(c1nn3cnnc3s1)O2 (configuration not stated),5,1,2,5,0.95,-5,1.1,-1,0
COc1ccc2sc(N(CCN(C)C)C(=O)/C=C/c3cccs3)nc2c1,27,-5,2,2,0.98,13,0.87,7,11
CCc1c(C)sc(NC(=O)C2CCCCC2C(=O)O)c1C(N)=O (configuration not stated),-1,0,-5,15,0.85,6,0.94,34,-1
COC(=O)CC(NC(=O)C1CC1)c1ccc2c(c1)OCO2 (configuration not stated),0,-2,-2,-3,1,-10,1.1,-6,-4

Single entries from the list:
beta cell repl with `COc1ccc2sc(N(CCN(C)C)C(=O)/C=C/c3cccs3)nc2c1` : -5
hIAP inh with `CCc1c(C)sc(NC(=O)C2CCCCC2C(=O)O)c1C(N)=O` (configuration not stated) : 6

Back to the main list with the 2 entries that preceded the break.
canonical_smiles,NALP3 yeast inh,beta cell repl,SENP1 FRET inh,mIAP block,mIAP act,hIAP inh,hIAP act,A3G deaminase,APOBEC3A inh
CCc1c(C)sc(NC(=O)C2CCCCC2C(=O)O)c1C(N)=O (configuration not stated),-1,0,-5,15,0.85,6,0.94,34,-1
COC(=O)CC(NC(=O)C1CC1)c1ccc2c(c1)OCO2 (configuration not stated),0,-2,-2,-3,1,-10,1.1,-6,-4
O=S(=O)(NCCNS(=O)(=O)c1ccc(F)cc1)c1ccc(F)cc1,-2,-4,2,-7,1.1,-8,1.1,-5,-2
COc1ccc(NC(=O)/C(C#N)=C/c2ccc(OCCN3CCOCC3)c(OC)c2)c(OC)c1,1,11*,0,-4,1,-20,1.2,-6,3
O=C(Nc1ccc(S(=O)(=O)N2CCOCC2)cc1)c1ccc(Cl)s1,8,1,4,6,0.94,1,0.99,-10,-5
O=C(COC(=O)c1cccnc1Nc1ccccc1F)NCCN1C(=O)CSC1=O,10,0,3,-6,1.1,-26,1.3,5,-1
O=C(O)CCn1ncc2ccccc2c1=O,26,3,1,-9,1.1,-2,1,3,-2
CCN1C(=O)/C(=C2/Sc3ccc(OC)cc3N2C)SC1=Nc1cccc(O)c1,19,-4,-102,1,0.99,-1,1,-5,-2
CCS(=O)(=O)Nc1ccc(C(=O)c2ccccc2)cc1,-3,-1,-1,-16,1.2,-7,1.1,-1,2
CCN(CCCNC(=O)CNC(=O)Cn1cnc2ccccc2c1=O)c1ccccc1,5,-2,2,-3,1,9,0.91,-3,-5
Nc1ccc2nc(SCC(=O)c3ccccc3)sc2c1,38,-2,16,8,0.93,6,0.94,-7,-7
CCC(=O)Nc1nc2ccc3nc(C)sc3c2s1,32,-2,-10,-7,1.1,6,0.94,-14,-1
CC(=O)Nc1ccc(NC(=O)Cc2ccc(S(=O)(=O)N3CCCCC3)cc2)cc1,15,-5,-1,-15,1.1,-11,1.1,-3,4
Nc1cc(=O)[nH]c(SCC(=O)Nc2cccc(S(=O)(=O)N3CCCCCC3)c2)n1,15,-1,-1,5,0.95,5,0.95,2,-1
O=C(c1ccc(=O)oc1)N1CCC(C(O)(c2ccccc2)c2ccccc2)CC1,-11,-1,-6,18,0.82,7,0.93,-6,-1
CCC1Sc2ccc(S(=O)(=O)CCC(=O)Nc3c(Cl)cc(OC)cc3OC)cc2NC1=O (configuration not stated),21,-1,3,3,0.97,-11,1.1,20,28
CC(C)C1S/C(=N/N=C/c2ccco2)NC1=O (configuration not stated),7,1,1,6,0.94,10,0.9,-10,-3
c1ccc(C(c2nnnn2Cc2cccs2)N2CCN(C3CCCC3)CC2)cc1 (configuration not stated),3,-1,1,-6,1.1,-20,1.2,-8,-1
O=C(CN1CCCCC1)N1c2ccccc2Oc2ccccc21,14,-1,1,-4,1,-15,1.1,-2,-2
CCOC(=O)C1CCCN(C(=O)c2ccccc2NC(=O)C2=C(C)OCCS2)C1 (configuration not stated),10,-4,1,-5,1,-5,1,2,-2
CN(C)c1ccc(NC(=O)COC(=O)c2ccc3c(c2)OCO3)cc1,23,-2,2,-4,1,12,0.88,-5,-5

These rows are one share of the data. The share of hits here may be higher or lower than overall.
